miR122 inh: inhibitors of miR-122 in Huh7 cells | Huh7 miR-122 Renilla luciferase sensor, 48 h; neutral wells = 0, positive control = 100 | activation (reporter increase), % at 12.5 µM | 0.3% of 340,000 active | AID 602342;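 active means mean replicate activation score at least 90 and every replicate individually at or above 90; inconclusive means only one of the two criteria met; inactive means neither criterion met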;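 further: higher luciferase means less miR-122 activity so hits act as miR-122 inhibitors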
EWS-Fli inh: inhibitors of EWS/Fli oncoprotein transcriptional activity; inhibition, % at 12.6 µM; A673 NR0B1-luciferase reporter, viability-normalised; 0.67% of 350,000 active;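 active means mean inhibition of at least 50% after viability correction, with every replicate also passing that limit; inconclusive means mean reaches 50% but only one of two replicates passes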;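 further: firefly luciferase signal divided by Alamar Blue viability fluorescence both relative to DMSO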
F508del corr: correctors of CFTR F508del function in bronchial epithelial cells; CFBE cells, YFP halide quenching; stimulated with forskolin plus potentiator P3; % fluorescence drop versus neutral controls; activity (quench increase), % at 7.58 µM; 0.36% of 350,000 active; AID 720511;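 active means mean added fluorescence quench of at least 8% versus neutral control, with both replicates also reaching 8%; inconclusive means only one of the mean or replicate conditions met; inactive means mean below 8% and not both replicates reaching 8%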;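 further: cells transiently co-express mutant CFTR-F508del with the halide-sensitive YFP; corrector assay measuring rescue of mutant channel to the surface after 24 h compound exposure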
DENV2 CPE: DENV2-induced cell death inhibition; DENV2-infected cells, cytopathic effect rescue, plate reader; CPE inhibition, % at 9.99 µM; 1.7% of 350,000 active; in the data active means CPE inhibition above about 20%, passing the limit was not always enough; inconclusive means no clear call, values can overlap the other calls; tested in BHK-21 cells;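 further: 0% = median of neutral control wells and 100% = median of positive control wells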
PAX8 inh HTS: lowers PAX8-driven luciferase in RMG-I cells; RMG-I TPO-luciferase reporter, SteadyGlo, 24 h; 1.2% of 360,000 active; inhibition, % at 12.6 µM;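 active means mean replicate inhibition at least 60% with every replicate also reaching 60%; inconclusive means only one of the two criteria is met; inactive means mean below 60% and not all replicates reaching 60%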;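 further: luciferase light reporting Pax8 driven TPO promoter activity; plate controls were median of neutral control wells for no effect and mitoxantrone controls for full effect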
FN deposition inh: fibronectin deposition inhibition; AH1F fibroblasts, Alexa488-fibronectin deposition fluorescence, overnight; inhibition, % at 12.6 µM; 0.086% of 350,000 active; AID 743247;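 active means mean inhibition across replicates of 30% or more, regardless of how many single replicates reach that level; inconclusive means mean under 30% yet at least half of replicates reach 30%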;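 further: positive control wells lacked labelled fibronectin entirely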
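Schedule: 1 h cell adhesion before compound, then overnight fibronectin incubation; test system: AH1F fibroblast monolayer depositing Alexa488-labelled fibronectin into matrix; quantity: 10000 AH1F cells per well; probe or stimulus: fluorescent fibronectin at 24 nM final; signal: fluorescence, ex 485 nm, em 525 nm; evaluation: percent inhibition as loss of matrix-bound fibronectin fluorescence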
INS-1E GSIS act: GLuc luminescence reporter in INS-1E cells, primary screen for activators of glucose-dependent secretion of insulin; INS-1E GLuc reporter insulin secretion, 2-3 h; activation, % at 16.6 µM; 0.61% of 370,000 active;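 active means lowest replicate activation of at least 40%, so every replicate reaches that level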;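 further: 0% = median of neutral control wells and 100% = median of IBMX positive control wells; some compounds called inactive have numbers as strong as hits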
* = called active by the depositor; ? = inconclusive; / = no result given; & = joins results of further samples; [ ] = dose if it differs, or a comment.

SMILES	miR122 inh	EWS-Fli inh	F508del corr	DENV2 CPE	PAX8 inh HTS	FN deposition inh	INS-1E GSIS act
Fc1ccc(Nc2nc(N/N=C/c3ccco3)nc(N3CCCCC3)n2)cc1	/	18	-1.7	9	11	-2	2
COC(=O)C[C@H]1C=C[C@@H](NC(=O)Nc2ccc(C(F)(F)F)cc2)[C@H](CO)O1	/	67*	2.2	-3	-13	1	-14
CC1CCN(C(=O)CSc2nc(C3CC3)nc3ccccc23)CC1	-3	12	-1.3	-1	32	8	-12
O=C1NCC(=O)N2[C@@H]1C[C@@H](C(=O)NCc1ccc(F)cc1)[C@H]2c1ccc(O)cc1	/	2	-2.3	11	-15	/	/
CSc1ncnc2c1ncn2CCCNCC(C)c1ccccc1 (stereo not drawn)	0	-11	5.4	13	-4	/	-2
NC(=O)c1nsc(C(=O)N(Cc2ccco2)C(C(=O)NCc2ccc(F)cc2)c2ccc(O)cc2)c1N (stereo not drawn)	2	6	3.7	1	25	2	-10
CCCC#Cc1cnc2c(c1)C(=O)N([C@@H](C)CO)C[C@@H](C)[C@@H](CN(C)S(=O)(=O)c1cccc(OC)c1)O2	15[16.7 µM]	-1	0.9	3	24	/	-8
CN(Cc1ccccc1)CC(O)COc1ccc(CNCc2nccn2C)cc1 (stereo not drawn)	/	12	5.3	11	0	-7	3
Fc1cccc(Nc2ncnc3[nH]ncc23)c1	/	-12	0.6	-5	-34	-2	33
COc1ccc(-c2cnc3c(c2)C(=O)N([C@@H](C)CO)C[C@H](C)[C@@H](CN(C)S(=O)(=O)c2ccc(OC)cc2)O3)cc1	5[16.7 µM]	-3	-1.6	/	/	-2	-13
COC(=O)c1sccc1NC(=O)CC1C(=O)NCCN1C(=O)Nc1ccccc1 (stereo not drawn)	0	4	2.2	9	-10	-3	6
CC(C)C(=O)Nc1c(-c2ccc(Cl)cc2)c(=O)c2ccccc2n1C	-3	4	-0.8	-1	-13	-3	19
O=C(C[C@H]1C=C[C@@H](NC(=O)c2ccc3c(c2)OCO3)[C@@H](CO)O1)NCc1ccc(F)cc1	/	/	2.7	-2	/	-10	-11
CCCCCn1c(=N)n(CC(O)COc2ccccc2OC)c2ccccc21 (stereo not drawn)	-13&9	15&15	1.6&1.9	3&-13	10&-5	4&-5	-22
C[C@@H]1CCCCO[C@@H](CN(C)Cc2ccc(Cl)c(Cl)c2)[C@@H](C)CN([C@H](C)CO)C(=O)c2cc(NC(=O)C3CCCCC3)ccc2O1	5[16.7 µM]	2	1.9	1	/	/	8
Cn1c(SCC(=O)N2CCCCC2)nc2c(c1=O)SCC2	3	/	3.7	3	/	1	3
N#Cc1ccc(OCC(=O)NCC2(N3CCCCC3)CCCCC2)cc1	3	2	2.9	15	10	/	-1
O=C(C1CCN(S(=O)(=O)c2c(Cl)cccc2Cl)CC1)N1CCCCCCC1	-2	-3	-1.9	-7	1	-2	-15
C=C(C)C(=O)Nc1cccc(C2=NOC3(C2)C[C@@H](C(N)=O)N(C(=O)CC(c2ccccc2)c2ccccc2)C3)c1 (stereo partly drawn)	4	-3	1.0	-22	-33	-5	-41
COC(=O)[C@H](CC(C)C)NS(=O)(=O)c1ccccc1	-2	-5	4.9	2	-3	2	8
O=C(NCc1ccc(Cl)cc1)C(=O)NCC1OCCN1S(=O)(=O)c1cc(F)ccc1F (stereo not drawn)	/	/	0.0	-5	6	/	9
COc1ccccc1S(=O)(=O)N(C)C[C@@H]1OCc2cnnn2CCCC(=O)N([C@H](C)CO)C[C@@H]1C	-3	-19&-5&-5	0.6&5.6&3.2	5&-7	-10&-5&-5	-10&7	9&2
Cc1nn(C)cc1NC(=O)CC12CC3CC(CC(C3)C1)C2	/	/	/	/	10	1	-24
N#Cc1ccc(C(=O)N2CCCCC2c2cc(C(=O)Nc3ccc4c(c3)OCO4)no2)cc1 (stereo not drawn)	-4	4	-2.5	9	-7	4	-2
COc1ccccc1N(C)S(=O)(=O)c1ccc(Cl)c(C(=O)Nc2ccncc2)c1	/	13	-3.2	1	-4	12	-41
The list continues.
SMILES	miR122 inh	EWS-Fli inh	F508del corr	DENV2 CPE	PAX8 inh HTS	FN deposition inh	INS-1E GSIS act
C[C@H](CO)N1C[C@H](C)[C@@H](CN(C)S(=O)(=O)c2ccccc2)Oc2ccc(NC(=O)Nc3cccc4ccccc34)cc2C1=O	-7[16.7 µM]	3	-1.0	-3	10	/	1
Cc1ccc(S(=O)(=O)N2CCCc3nc(C)c(C)cc32)cc1	/	-3	1.1	-3	-1	6	-7
Cc1ccc(S(=O)(=O)NCC(=O)N(CC(=O)NCC2CCCO2)Cc2ccc(Cl)cc2)cc1 (stereo not drawn)	/	-2	-1.1	2	9	8	4
COC(=O)CSc1nc(C)cc(C)n1	-3	11	2.5	-2	54	9	-3
O=C(NC(=O)c1c(Cl)cccc1Cl)Nc1ccc(Oc2cccnc2)nc1	5	-4	1.8	3	-13	4	-4
COc1ccc(C(=O)Nc2ccc(NC(=O)c3cccs3)cc2)cc1Cl	-1	-6	-3.2	-6	-8	-5	-4
O=C(NC(=S)N1CCN(c2ccc(Cl)cc2[N+](=O)[O-])CC1)c1ccco1	/	/	/	/	19	5	0
CN(C)CCCNC(=O)c1ccc(=O)[nH]n1	1	-7	3.2	7	8	-3	12
CCn1cc(C(=O)NCC2CCCO2)c(=O)c2cc(S(=O)(=O)N(C)C)ccc21 (stereo not drawn)	-7	-4	-1.1	-10	-7	3	5
CCCN(CCC)C(=O)C1CC(=O)OC12CCOC(C)(C)C2 (stereo not drawn)	3	/	/	/	-3	-8	18
COc1ccc(C(CNC(=O)COc2cccc(C(F)(F)F)c2)N2CCCC2)cc1 (stereo not drawn)	10	4	-0.6	-5	3	-3	-43
Cc1nn(C(C)C(=O)NC2CCCCC2)c(=O)c2nn(-c3ccccc3)c(C)c12 (stereo not drawn)	0	/	3.1	-4	-8	4	7
Cc1cccc(N2CCN(C(=O)c3cc(S(=O)(=O)N4CCOCC4)cn3C)CC2C)c1 (stereo not drawn)	-2	8	-0.2	-9	25	-1	-20
CCCCCCCCNC(=O)c1ccc(C)cc1	/	-9	0.5	9	-12	-1	-2
COC(=O)C1=C(NC(=O)c2ccc(Br)cc2)CCS1	-12	2	-2.5	-7	25	-13	15
COC(=O)CNC(=O)CCCCC(=O)NCC(=O)OC	6	/	/	/	/	-1	3
COc1ccc(NC(=O)N(C)C[C@H]2OCCCC[C@@H](C)Oc3ccc(NC(=O)c4ccccc4)cc3C(=O)N([C@@H](C)CO)C[C@@H]2C)cc1	11[16.7 µM]	-6	1.0	8	2	1	-19
COC(=O)c1sc(-c2ccccc2)cc1NC(=O)c1cc(OC)cc(OC)c1	/	/	/	/	3	-12	44
COc1ccc(-n2cnc(=S)[nH]c2=S)cc1	-5	-11	0.2	-4	-7	4	7
Cc1ccc(C2=NOC(C)(c3nnc(-c4ccc(Cl)cc4)o3)C2)cc1 (stereo not drawn)	2	-6	-0.1	1	-21	-2	9
CCCCn1nc(C(=O)N(CC(C)C)c2c(N)n(CCCC)c(=O)[nH]c2=O)c2ccccc2c1=O	-1	0	-0.8	-4	-2	-11	8
NNC(=O)c1nc[nH]c1C(=O)Nc1ccccc1[N+](=O)[O-]	/	3	-5.3	4	6	-2	2
C[C@@H]1CN([C@H](C)CO)C(=O)c2cc(NC(=O)c3ccncc3)ccc2O[C@H]1CN(C)Cc1ccc(Cl)c(Cl)c1	-3[16.7 µM]	/	-1.0	-3	-5	-3	1
CCC(C)NS(=O)(=O)c1ccc(OC)c(Cl)c1Cl (stereo not drawn)	4	/	/	/	14	2	/
Cc1ccccc1C1C(C#N)=C(N)N(N(C)C)C2=C1C(=O)CC(C)(C)C2 (stereo not drawn)	/	14	0.6	-5	-47	4	-4

Just miR122 inh, for two of the compounds above:
| Molecule | miR122 inh |
| --- | --- |
| CCCN(CCC)C(=O)C1CC(=O)OC12CCOC(C)(C)C2 (stereo not drawn) | 3 |
| COc1ccc(C(CNC(=O)COc2cccc(C(F)(F)F)c2)N2CCCC2)cc1 (stereo not drawn) | 10 |

Later entries
SMILES	miR122 inh	EWS-Fli inh	F508del corr	DENV2 CPE	PAX8 inh HTS	FN deposition inh	INS-1E GSIS act
Cc1cc([N+](=O)[O-])ccc1N	/	-4	2.1	10	/	-3	42*
COc1ccc(NC(=O)Nc2ccc3c(c2)CC(=O)N([C@@H](C)CO)C[C@@H](C)[C@H](CN(C)C(=O)Nc2ccc(F)cc2)O3)cc1	0[16.7 µM]	-13	-3.1	2	-9	/	-2
CCOC(=O)c1sc(NC(=O)CSc2nc(-c3ccco3)cc(C(F)(F)F)n2)c(C#N)c1C	-1	/	/	-2	/	/	13
CO[C@@H]1CN(C)C(=O)c2cc(NC(=O)C3CC3)ccc2OC[C@@H](C)N(C(=O)CN(C)C)C[C@@H]1C	-1[16.7 µM]	2	-0.3	-1	/	3	14
O=C(CCN1C(=O)c2ccncc2C1=O)Nc1ccc(F)cc1	1	/	/	/	26	-5	/
CC(C)NC(=O)N1C[C@@H]2[C@H](c3ccccc31)[C@H](CO)N2C(=O)c1ccccn1	20[16.7 µM]	0	-1.5	-8	-14	/	-3
CC(C)C[C@@]12C(=O)N(c3cccc(Br)c3)C(=O)N1[C@H](c1ccc(Cl)cc1)[C@@H]1C(=O)N(C3CCCCC3)C(=O)[C@@H]12	/	1	-0.8	-8	20	-5	-2
O=C(Nc1nccs1)C1CC(=O)N(CCc2ccc(F)cc2)C1 (stereo not drawn)	/	/	0.6	-6	-87	0	7
COc1cc2oc(=O)cc(CN(Cc3ccccc3)Cc3ccccc3)c2cc1Cl	4	-2	0.0	?	1	-2	0
COCCN(C(=S)Nc1ccc(C)cc1)C(C)c1cccnc1 (stereo not drawn)	/	-7	-2.1	-2	2	-3	7
COc1cc(CN2CCc3ccc(NC(=O)CCc4ccccc4OC)cc3C2)ccc1O	13	/	-0.6	1	21	0	8
C/C=C/c1cnc2c(c1)C(=O)N([C@@H](C)CO)C[C@H](C)[C@@H](CN(C)Cc1ccncc1)O2	5[16.7 µM]	-8	-3.3	2	/	/	-3
Cc1ccc(C)c(NC(=O)C2CC(O)CN2C(=O)Oc2ccccc2)c1 (stereo not drawn)	-4	-3	1.2	-1	1	-6	-1
CCCCC(=O)Nc1ccc(C)c(S(=O)(=O)N2CCCCCC2)c1	-11	9	-1.7	1	5	-3	10
CCCC(=O)Nc1sc(C)c(-c2ccc(C(C)CC)cc2)c1C#N (stereo not drawn)	5	-6	-0.7	-2	/	/	8
O=C1N(Cc2ccccc2)Cc2ccccc2[C@@H]2OC(c3ccc(OCCCO)cc3)=N[C@]12Cc1ccccc1	/	10	-1.9	26*	64*	/	/
O=C(CNC(=O)C1COc2ccccc2O1)Nc1cc(Cl)ccc1Cl (stereo not drawn)	0	11	1.7	0	-11	-2	-5
COCc1cc(=O)[nH]c(N2CCN(Cc3ccc4c(c3)OCO4)CC2)n1	0	-1	-1.2	7	-11	3	10
Cc1ccc(S(=O)(=O)N2CC[C@@H]3[C@H]2c2cc(-c4cccc(C(=O)N(C)C)c4)ccc2N[C@@H]3CO)cc1	0[16.7 µM]	1	1.5	-18	21	13	-1
C[C@@H]1CCCCO[C@H](CN(C)C(=O)Nc2ccc3c(c2)OCO3)[C@H](C)CN([C@@H](C)CO)C(=O)c2cc(NS(=O)(=O)c3ccccc3)ccc2O1	-2[16.7 µM]	-46	0.9	0	-14	0	-5
O=[N+]([O-])c1cccc(-c2nc(-c3ccccn3)no2)c1	/	-10	1.3	4	-81	4	11

Bioassay records (PubChem)
